# PolyA inhibitor: polyadenylation inhibitors in yeast reporter cells, primary screen, luminescence, S. cerevisiae; actives 0.02% (n = 300,000); S. cerevisiae SKY197-pL101 polyadenylation reporter, beta-gal luminescence; efflux-impaired pdr1/pdr3 knockout yeast; score 100 = 6 SD above DMSO; AID 1875, 2009; calls only at 12 µM;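 active = lowest replicate activity score at least 50, where 100 means six control SD above control mean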;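 note: yeast exposed to compound for 9 h at 30 °C; higher score means more reporter readthrough which indicates perturbed polyadenylation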
# GSK3 alpha inh: blockers of GSK3A enzyme activity – biochemical, luminescence, cell-free homogeneous, HTS, primary screen; Glycogen synthase kinase-3 alpha (Homo sapiens), P49840; GSK-3 alpha kinase, ADP-Glo luminescence, 60 min; inhibition, % at 10 µM; actives 0.1% (n = 320,000);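 in the data active = inhibition above about 50%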;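 note: GST-tagged GSK-3 alpha with peptide substrate and 25 µM ATP; 0% = DMSO neutral wells and 100% = GW8510 positive control wells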
# KCNQ1 inh: inhibitors of human KCNQ1 channel, primary screen, cell-based, thallium flux, high-throughput | CHO-K1 KCNQ1, FluxOR thallium flux fluorescence; active compounds read high | AID 2642, 2010 | B-score at 10 µM | actives 1.3% (n = 310,000) | Potassium voltage-gated channel subfamily KQT member 1 (Homo sapiens), P51787;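 active = compounds whose thallium flux B-score, printed positive for inhibition, exceeds three library SD while starting fluorescence stays within three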;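 note: channel opened by potassium depolarization with thallium stimulus after 20 min compound exposure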
# Target sequence (P51787 whole entry, looked up): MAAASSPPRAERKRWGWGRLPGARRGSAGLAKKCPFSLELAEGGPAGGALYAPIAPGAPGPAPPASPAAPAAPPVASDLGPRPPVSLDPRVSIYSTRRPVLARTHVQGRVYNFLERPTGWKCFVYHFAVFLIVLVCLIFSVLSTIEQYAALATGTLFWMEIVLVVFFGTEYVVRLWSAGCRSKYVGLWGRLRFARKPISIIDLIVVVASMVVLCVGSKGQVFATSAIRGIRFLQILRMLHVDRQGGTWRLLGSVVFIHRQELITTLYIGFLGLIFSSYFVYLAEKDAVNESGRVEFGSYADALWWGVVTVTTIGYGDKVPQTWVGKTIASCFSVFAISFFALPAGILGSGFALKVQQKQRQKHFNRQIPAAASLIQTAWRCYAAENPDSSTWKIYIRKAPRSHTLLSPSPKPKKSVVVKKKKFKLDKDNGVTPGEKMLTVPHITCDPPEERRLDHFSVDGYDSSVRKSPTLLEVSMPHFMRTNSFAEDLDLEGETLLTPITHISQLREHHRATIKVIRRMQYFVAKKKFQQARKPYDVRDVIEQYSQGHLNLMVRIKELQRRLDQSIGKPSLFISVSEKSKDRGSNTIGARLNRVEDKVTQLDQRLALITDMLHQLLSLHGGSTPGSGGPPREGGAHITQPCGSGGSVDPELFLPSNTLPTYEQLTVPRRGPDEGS
# hERG rescue: hERG rescue from dofetilide block, primary screen, cell-based, CHO-hERG, FluxOR thallium flux, dofetilide IC70. Voltage-gated inwardly rectifying potassium channel KCNH2 (Homo sapiens), Q12809. dofetilide IC70 present. activation (rescue from dofetilide block), less the hit threshold, % at 10 µM. actives 0.51% (n = 310,000). AID 1511, 2009;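 active = activation above the mean of controls blocked by dofetilide plus 5 SD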;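 note: thallium influx through hERG after potassium depolarization seen as dye fluorescence rise; in these data hits start at about 4.7%; inactives centre near -7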
# Dyrk1A ADPGlo: rat Dyrk1A kinase inhibitors, primary screen, biochemical, single point, plate reader | inhibition, % at 12.5 µM | actives 0.43% (n = 310,000) | ADP-Glo luminescence, NFATc1 peptide | Dual specificity tyrosine-phosphorylation-regulated kinase 1A (Rattus norvegicus), Q63470; in the data active = inhibition above about 50%;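 note: plate controls were vehicle with enzyme for no effect and no enzyme for full effect; many of its hits are not listed in these tables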
# GSK3B inh: human GSK3beta kinase inhibitors, primary screen, biochemical, cell-free homogeneous, HTS. Glycogen synthase kinase-3 beta (Homo sapiens), P49841. actives 0.038% (n = 300,000). activity score (negative = inhibition), % at 10 µM. AID 2097, 2009. GST-GSK3beta kinase, ADP-Glo luminescence, 60 min; active compounds read low;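 active = more than half of replicate wells score below -50%, meaning over 50% inhibition versus plate controls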;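 note: 0% = median DMSO wells and -100% = median GW8510 positive control wells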
#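 Assay system: GST-fused GSK3beta enzyme, cell-free / Medium: Tris pH 7.5 buffer with MgCl2, DTT, BSA, heparin / Also added: peptide substrate plus 25 µM ATP (final) / Compound: 10 µM single point / Timing: kinase reaction with compound 60 min at room temperature / Detection: ADP-Glo luminescence / Benchmarks: DMSO neutral wells and GW8510 at 20 µM as positive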
# KCNK9 block: KCNK9 potassium channel inhibitors, primary screen, HEK293 cells, thallium flux; Potassium channel subfamily K member 9 (Homo sapiens), Q9NPC2; FluxOR thallium flux fluorescence; active compounds read low; B-score at 10 µM; actives 1.2% (n = 310,000); AID 488922, 2010;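 active = ratio B-score over 3 SD below the library mean, with starting fluorescence within 5 SD of its mean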;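 note: negative B-score means less thallium flux so channel inhibition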
# HDAC3 inhib: HDAC3 deacetylase inhibitors, primary screen, biochemical, fluorescence, cell-free homogeneous. inhibition, % at 8.3 µM. recombinant HDAC3, fluorogenic peptide/trypsin coupled. Histone deacetylase 3 (Homo sapiens), O15379. actives 0.15% (n = 320,000); in the data active = inhibition above about 26%, passing the limit was not always enough
# RGS4 pot: RGS4 potentiators or activators, primary screen, cell-based, HEK293 M3R inducible RGS4, calcium flux. carbachol calcium flux Fluo4; active compounds read low. actives 0.92% (n = 310,000). B-score at 10 µM;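 active = B-score of the integrated calcium signal more than 4 SD below the library mean, with starting fluorescence not abnormally high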;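 note: negative B-score means reduced calcium response which marks RGS4 activation or potentiation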
#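 test system = M3R-expressing HEK293 line, RGS4 induced by doxycycline | probe or stimulus = carbachol at ECmax as muscarinic agonist stimulus | timing = dye loading 30 min 37 °C, buffer rest 30 min RT | signal = calcium dye Fluo4 fluorescence | evaluation = B score from integrated fluorescence ratio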
# KCNQ1 pot: potentiators or activators of KCNQ1 channel, primary screen, cell-based, thallium flux, high-throughput; AID 2648, 2010; Potassium voltage-gated channel subfamily KQT member 1 (Homo sapiens), P51787; CHO-K1 KCNQ1, thallium flux FluxOR fluorescence; active compounds read high; actives 0.35% (n = 310,000); B-score at 10 µM;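 active = fluorescence ratio B-score, a plate-corrected score, at least three library SD, with initial intensity B-score within 5 SD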
#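 System: CHO-K1 cells stably expressing KCNQ1 / Medium: assay buffer for compound exposure, DMSO matched across wells / Reagent: thallium- and potassium-containing depolarizing buffer / Compound: one concentration, matched DMSO / Incubation: 20 min compound pretreatment at room temperature / Measured by: kinetic FluxOR fluorescence, 10 s baseline plus 110 s post-stimulus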
# KCNK3 inh: human KCNK3 channel inhibitors, primary screen, CHO cells, FluxOR thallium flux, B-score; Potassium channel subfamily K member 3 (Homo sapiens), O14649; FluxOR fluorescence; active compounds read low; B-score at 10 µM; actives 0.84% (n = 340,000); AID 602410, 2012;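 active = B-score under library mean minus 4 SD, starting fluorescence ratio at most library mean plus 5 SD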;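 note: more negative B-score means stronger inhibition of thallium flux through KCNK3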
# Target sequence (O14649 whole entry, looked up): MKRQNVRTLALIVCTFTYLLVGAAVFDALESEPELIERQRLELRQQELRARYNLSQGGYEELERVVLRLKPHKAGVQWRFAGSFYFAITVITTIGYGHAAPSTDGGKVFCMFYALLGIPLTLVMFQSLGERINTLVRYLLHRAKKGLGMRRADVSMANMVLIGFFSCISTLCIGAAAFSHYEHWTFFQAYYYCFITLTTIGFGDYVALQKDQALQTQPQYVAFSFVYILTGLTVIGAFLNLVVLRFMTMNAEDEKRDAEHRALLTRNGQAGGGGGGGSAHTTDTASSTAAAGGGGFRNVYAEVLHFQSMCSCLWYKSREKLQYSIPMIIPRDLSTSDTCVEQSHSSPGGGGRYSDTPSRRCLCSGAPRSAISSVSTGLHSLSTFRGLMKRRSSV
# * hit, by the source's call; i = inactive; x = no result given. The list is partial, so the mix of outcomes need not match the whole.
# Results follow in this order: PolyA inhibitor, GSK3 alpha inh, KCNQ1 inh, hERG rescue, Dyrk1A ADPGlo, GSK3B inh, KCNK9 block, HDAC3 inhib, RGS4 pot, KCNQ1 pot, KCNK3 inh
COc1ccc(N2C(=O)CCC(C(C)=O)=C2C)cc1
    i, -1, i, -7, 4, 0, i, -2, i, i, i
CCOc1ccc(NC(=O)CCS(=O)(=O)c2ccc(Br)cc2)cc1
    i, -4, i, 0, -5, 6, i, 2, i, i, i
CCC(C(=O)NC(C)c1ccccc1)C(=O)NC(C)c1ccccc1 (configuration not stated)
    i, 1, i, -5, -1, -4, i, 2, i, i, i
CC(C)CNC(=O)c1cccc(NC(=O)Cc2ccc(Br)cc2)c1
    i, -1, i, -4, 1, 7, i, 0, i, i, i
C=CCNC(=S)N1CCC(C(=O)c2ccc(C)cc2)CC1
    i, 0, i, -7, -2, 1, i, -1, i, i, i
O=C(O)CCn1cc(/C=N/O)c(-c2cccc([N+](=O)[O-])c2)n1
    i, 78*, i, -12, 14, -66*, i, -2, i, i, i
COc1ccccc1N1CCN(c2ncnc3c2oc2ccccc23)CC1
    i, -4, i, -6, 0, 3, i, -1, i, i, i
CCN1C(=O)c2ccc(C(=O)Nc3c(C)cc(C)cc3C)cc2C1=O
    i, 1, i, 2, x, 0, i, 2, i, i, i
Cc1cccc(CN(C(=S)Nc2c(C)cccc2C)c2cccnc2)c1
    i, 0, i, -14, 4, 1, i, -8, i, i, i
CC(C(=O)N1CCCCCC1)N(c1ccc(Cl)cc1)S(C)(=O)=O (configuration not stated)
    x, -2, i, -6, -3, x, i, -7, i, i, i
Nc1c(C(=O)c2ccccc2)oc2ccccc12
    i, 1, i, -8, 8, 5, i, -2, i, i, i
CS(=O)(=O)N1CCN(c2ccc(NC(=O)COc3ccccc3)cc2)CC1
    i, -1, i, -6, 0, -3, i, -1, i, i, i
COc1ccc2oc(=N)c(C(=O)Nc3ccc(F)cc3)cc2c1
    i, -1, i, -2, -2, -5, i, -2, i, i, i
CC(=O)N=c1sc(C(C)(C)C)c(C)n1C
    i, -1, i, -6, 2, -1, i, 5, i, i, i
C=CCSc1nc2ccccc2c(=O)n1Cc1ccccc1
    i, x, i, -5, 5, 1, i, 5, i, i, i
COc1cc(C2CC(=O)c3cnc(NC(=O)COc4ccccc4)nc3C2)cc(OC)c1OC (configuration not stated)
    i, -1, i, -10, -10, 2, i, -2, i, i, i
Brc1ccccc1OCCCN1CCCC1
    i, 0, i, -5, x, 0, i, -6, i, i, i
CNS(=O)(=O)c1cccc(C(=O)OCC(=O)c2cc3ccccc3o2)c1
    x, 1, i, -6, x, 0, i, 1, i, i, i
CSc1cnc2c(=O)[nH]c(=O)n(C)c2n1
    i, 1, i, -4, 6, -5, i, 1, i, i, i
N#CCCN(Cc1cccnc1)C(=S)NCc1ccco1
    i, -1, i, 2, -4, 0, i, 5, i, i, i
COc1c(N2CCN(C(=S)Nc3ccccc3F)C(C)C2)c(F)cc2c(=O)c(C(=O)O)cn(C3CC3)c12 (configuration not stated)
    i, -3, i, -15, 2, -1, i, -13, i, i, i
CN(Cc1ccccc1)S(=O)(=O)c1ccc(S(=O)(=O)N(Cc2ccc(F)cc2)C2CCCC2)cc1
    i, 0, i, -17, 1, 2, i, 6, i, i, i
O=C(C[n+]1ccc(C(=O)NCc2ccccc2)cc1)c1ccc(Cl)cc1
    i, 0, i, -11, 2, 1, i, 8, i, i, i
N#Cc1ccc(-c2csc(NC(=O)C3CC3)n2)cc1
    i, -2, i, -7, 22, 0, i, 1, i, i, i
CC(=O)Nc1ccc(NC(=O)C(=O)NCC(c2ccco2)N2CCc3ccccc3C2)cc1 (configuration not stated)
    i, 0, i, -9, -3, 0, i, -2, i, i, i
N#CC(C#N)=Cc1cc2ccccc2nc1N1CCOCC1
    i, -1, i, -6, 0, -26, i, 8, i, i, i
Cc1ccc(NC(=O)C/C(N)=N/O)cc1Cl
    i, -4, i, -5, 0, 2, i, -2, i, i, i
CCOC(=O)CNC(=O)CSc1ncnc2c1cnn2Cc1ccccc1
    i, -1, i, -10, -2, 1, i, 0, i, i, i
CCOc1ccc(NC(=O)CCN2C(=O)c3cccc([N+](=O)[O-])c3C2=O)cc1
    i, -1, i, -12, 12, 7, i, -1, i, i, i
CCOC(=O)/C(C)=N/Nc1nc(-c2ccc(NC(C)=O)cc2)cs1
    i, -4, i, -18, x, 4, i, -3, i, i, i

# 4 entries already listed, sorted by heavy-atom count, ascending.
# Results follow in this order: PolyA inhibitor, GSK3 alpha inh, KCNQ1 inh, hERG rescue, Dyrk1A ADPGlo, GSK3B inh, KCNK9 block, HDAC3 inhib, RGS4 pot, KCNQ1 pot, KCNK3 inh
CSc1cnc2c(=O)[nH]c(=O)n(C)c2n1
    i, 1, i, -4, 6, -5, i, 1, i, i, i
N#CCCN(Cc1cccnc1)C(=S)NCc1ccco1
    i, -1, i, 2, -4, 0, i, 5, i, i, i
CCN1C(=O)c2ccc(C(=O)Nc3c(C)cc(C)cc3C)cc2C1=O
    i, 1, i, 2, x, 0, i, 2, i, i, i
CC(=O)Nc1ccc(NC(=O)C(=O)NCC(c2ccco2)N2CCc3ccccc3C2)cc1 (configuration not stated)
    i, 0, i, -9, -3, 0, i, -2, i, i, i

# Following part:
# Results follow in this order: PolyA inhibitor, GSK3 alpha inh, KCNQ1 inh, hERG rescue, Dyrk1A ADPGlo, GSK3B inh, KCNK9 block, HDAC3 inhib, RGS4 pot, KCNQ1 pot, KCNK3 inh
COc1cc2c(cc1OC)CN(C(=O)c1ccc([N+](=O)[O-])o1)CC2
    i, 4, i, -6, x, 3, i, 0, i, i, i
CCOC(=O)c1ccc2nc(NC(=O)c3cccs3)sc2c1
    i, -1, i, -8, 9, 9, i, -7, i, i, i
Cc1ccc(S(=O)(=O)CCC(=O)NCc2ccccc2F)cc1
    i, -2, i, -14, -3, 1, i, -5, i, i, i
COC(=O)c1cc(OC)c(OC)cc1N1C(=O)CC(C)(C)CC1=O
    i, -4, i, -2, 4, -5, i, -1, i, i, i
O=C1c2ccccc2CN1Cc1ccccc1
    i, 0, i, -5, -4, -2, i, 3, i, i, i
O=C(Nc1ccccc1)c1ccc(OC(=O)c2cc3ccccc3o2)cc1
    i, -9, i, -10, 3, 2, i, 6, i, i, i
COCCCNC(=O)Cc1ccc(-n2c(C)nc3cccnc32)cc1
    i, -2, i, -9, 4, -1, i, -3, i, i, i
CCN1CCN(CCCNC(=O)c2ccc3c(c2)NC(=O)/C(=C\c2cccc(C)c2)S3)CC1
    i, 15, i, -33, 16, -3, i, 20, i, i, i
O=C(Oc1ccc(Br)cc1C(=S)N1CCCC1)c1ccccc1Cl
    i, 1, i, -5, -2, -4, -8*, 6, i, i, i
CCC(=O)NC(NCC1CCCO1)C(Cl)(Cl)Cl (configuration not stated)
    i, 0, i, -2, -11, 1, i, 0, i, i, i
COc1ccc(NC(=S)N/N=C/c2ccc(F)cc2)cc1OC
    i, 2, i, -6, 5, 0, i, 2, i, i, i
O=S(=O)(NC1CC2CCC1C2)c1ccc(Br)s1 (configuration not stated)
    i, -3, i, -9, -3, 0, i, 2, i, i, i
Cc1ccc2c(c1)-c1c(ssc1=S)C(C)(C)N2C(=O)CSc1nncn1C
    i, 4, i, -12, 6, 0, i, 11, i, i, i
CCc1cc(=O)oc2cc(OC3CCCCC3=O)ccc12 (configuration not stated)
    i, 0, i, -4, 4, 0, i, -9, i, i, i
O=C(NCc1ccco1)c1cnn2c1NC(c1ccc(Br)cc1)CC2C(F)(F)F (configuration not stated)
    i, -1, i, -3, 8, 1, i, 14, i, i, i
COc1ccc(-c2cc3ccc(OCC(C)=O)cc3oc2=O)cc1OC
    i, 3, i, -7, 0, 0, i, -2, i, i, i
Cn1c(=O)c2cc(S(=O)(=O)NC(C(=O)NCc3cccnc3)c3ccccc3)ccc2n(C)c1=O (configuration not stated)
    i, 0, i, -14, 3, 0, i, -7, i, i, i
COc1ccc(OC)c(N(CC(=O)NCCc2ccc(OC)c(OC)c2)S(=O)(=O)c2ccccc2)c1
    i, -1, i, -13, -3, 2, i, -2, i, i, i
COc1ccc(OC)c(S(=O)(=O)N2CCN(C)CC2)c1
    i, 0, i, -8, -3, -4, i, -2, i, i, i
CN1CCN(CCC(=O)N/N=C/c2cc([N+](=O)[O-])ccc2OC(F)F)CC1
    i, -1, i, -7, 0, 0, i, 4, i, i, i
Cc1nnc(SCc2cc(=O)[nH]c(Nc3nc(C)c4cc(C)c(C)cc4n3)n2)s1
    i, 3, i, -3, -4, 1, i, -2, i, i, i
CCN(CC)CCNC(=O)c1cc(S(=O)(=O)N2CCc3ccccc32)cn1C
    i, 0, i, -9, 1, -2, i, x, i, i, i
CC(C)NC(=O)c1ccc2c3n(nc2c1)-c1ccc(Cl)cc1CO3
    i, -1, i, -10, 0, 1, i, -2, i, i, i
CCOc1ccc(C(=O)OCC(=O)Nc2cc(C)on2)cc1OCC
    i, x, i, -7, 6, 1, i, -4, i, i, i
CCOC(=O)c1cccc(NS(=O)(=O)c2c(C)[nH]c(C)c2C(=O)N2CCCC2)c1
    i, 1, i, -7, 0, 0, i, -9, i, i, i
O=C(Nc1ccc(Cl)cc1)c1cc(Br)ccc1OCC(=O)N1CCOCC1
    i, 2, i, -3, 3, 0, i, 6, i, i, -10*
